From PubChem
Mm-Cpn inhibitor = blocks the Methanococcus maripaludis chaperonin Mm-Cpn; purified Mm-Cpn ATPase, ADP Transcreener TR-FRET; Potency, µM (highest dose often 76.9 µM), for inactives: top-dose activity, negative = inhibition, usual class: inhibitors; 330,000 tested, 0.031% active; note: potency is the fitted concentration of half-maximal effect; % is set by controls: 0 for no effect and ±100 for the full control effect; nearly all actives have a fitted effect of over 80% in size
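TR-FRET (320 nm excitation; 590 and 665 nm emission) reports ADP made from 10 uM ATP by 25 nM enzyme; compounds were preincubated 10 min, reaction run 30 min, both at 37°C.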
CCT chaperon mod = changes cytosolic chaperonin activity; purified chaperonin ATPase assay, HTRF ADP detection, 30 min; 360,000 tested, 0.3% active; activity change, % (test concentration not listed), hits read low; AID 651819; in the data active = activity change below about -30%; note: % is set by controls: 0 for no effect and ±100 for the full control effect
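We incubate TRiC, 40 or 20 nM final, with library compounds at 76 uM and 10 uM ATP for 30 min at 37 °C. ADP formed is detected with Transcreener HTRF reagents after 30 min at room temperature.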
A549 tox = A549 cytotoxicity, counter-screen for Nrf2 inhibitors; Potency, µM (series often up to 46 µM), for inactives: at the top dose activity change, negative = cytotoxicity, hits mostly inhibitors; AID 504648; A549 ARE-Fluc cells, CellTiter-Fluor viability, 18-24 h; 390,000 tested, 0.16% active; note: potency is the fitted concentration of half-maximal effect; % is set by controls: 0 for no effect and ±100 for the full control effect
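A549 ARE_Fluc cells in 5% FBS OPTI-MEM were exposed to compounds in concentration-response for 18-24 h at 37 deg C. Viability was read by CellTiter-Fluor fluorescence (Ex 405/Em 525) after 30 min, before the luciferase read.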
TGFb SMAD3 inh = TGF-b pathway inhibition; HepG2 CAGA-GFP TGF-b/SMAD3 reporter, GFP fluorescence, 18 h; TGF-beta stimulated, 500 pg/mL final; Potency, µM (doses to about 46.1 µM), for inactives: at the top dose activity, negative = inhibition, usual class: inhibitors; 410,000 tested, 1.2% active; AID 588855; note: potency is the fitted concentration of half-maximal effect; % is set by controls: 0 for no effect and ±100 for the full control effect; nearly all actives have a fitted effect of over 65% in size
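Smad-responsive CAGA-GFP expression was quantified in HEPG2 cells exposed to compounds and 500 pg/mL final TGF-beta for 18 h at 37 degrees C; unstimulated wells defined full inhibition.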
EPAC2 agonist = activates human EPAC2 exchange factor | Potency, µM (titrated, usually from 154 µM), for inactives: top-dose activation, hits mostly activators | Q8WZA2 | EPAC2 activation, biochemical qHTS; response scale: 100% = 6.5 mM cAMP response | 360,000 tested, 0.079% active; note: potency is the fitted concentration of half-maximal effect; nearly all actives have a fitted effect of over 50% in size
Target sequence (Q8WZA2 whole entry, looked up): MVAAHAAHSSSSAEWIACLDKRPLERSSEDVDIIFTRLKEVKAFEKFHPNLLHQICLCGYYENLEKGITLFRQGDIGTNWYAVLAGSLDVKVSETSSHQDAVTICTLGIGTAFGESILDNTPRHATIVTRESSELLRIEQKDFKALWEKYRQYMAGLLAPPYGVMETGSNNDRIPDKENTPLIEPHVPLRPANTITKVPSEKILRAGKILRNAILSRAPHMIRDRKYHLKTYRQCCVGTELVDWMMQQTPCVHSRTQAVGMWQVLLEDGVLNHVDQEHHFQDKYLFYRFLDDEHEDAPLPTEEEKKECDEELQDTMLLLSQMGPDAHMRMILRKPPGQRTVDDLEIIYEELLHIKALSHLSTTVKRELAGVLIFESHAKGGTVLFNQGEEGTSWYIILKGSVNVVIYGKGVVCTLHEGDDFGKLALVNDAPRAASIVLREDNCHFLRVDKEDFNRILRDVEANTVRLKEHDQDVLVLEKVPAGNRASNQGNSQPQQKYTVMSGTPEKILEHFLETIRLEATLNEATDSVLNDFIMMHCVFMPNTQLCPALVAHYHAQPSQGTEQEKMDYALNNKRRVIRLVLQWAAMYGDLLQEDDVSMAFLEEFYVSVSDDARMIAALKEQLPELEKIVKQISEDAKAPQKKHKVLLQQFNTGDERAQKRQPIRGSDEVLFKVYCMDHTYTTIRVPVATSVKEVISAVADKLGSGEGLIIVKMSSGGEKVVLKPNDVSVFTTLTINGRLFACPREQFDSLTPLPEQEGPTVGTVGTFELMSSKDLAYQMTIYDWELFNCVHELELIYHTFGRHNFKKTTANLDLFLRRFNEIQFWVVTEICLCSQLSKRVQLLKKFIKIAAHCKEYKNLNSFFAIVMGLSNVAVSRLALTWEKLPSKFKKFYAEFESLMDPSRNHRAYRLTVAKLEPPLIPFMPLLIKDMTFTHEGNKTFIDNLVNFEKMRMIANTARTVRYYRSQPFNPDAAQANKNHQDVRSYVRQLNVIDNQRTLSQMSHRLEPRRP
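Fluorescence exchange assay: 100 nM EPAC2 with 250 nM RAP1B-BODIPY-GDP and 50 uM GDP; compounds tested as a concentration-titration series (qHTS). Loss of Rap1-bound BODIPY-GDP fluorescence read at 480/540 nm; data normalized to 6.5 mM cAMP.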
Nrf2 activator = Nrf2 pathway activation; Potency, µM (top dose mostly 46.1 µM), for inactives: at the highest dose activation, hits mostly activators; AREc32 ARE-luciferase reporter (MCF7-derived line), luminescence, 24 h; 410,000 tested, 0.31% active; note: potency is the fitted concentration of half-maximal effect; % of control where 0% means no effect; nearly all actives have a fitted effect of over 65% in size
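Luciferase luminescence (Steady-Glo, 30 min at room temperature) served as the read-out of ARE activation in AREc32 cells treated with compounds for 24 hr at 37 deg C.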
EPAC2 antag = EPAC2 (human) antagonism | Q8WZA2 | EPAC2 GEF exchange of Rap1B-BODIPY-GDP, fluorescence | Potency, µM (titrated, usually from 114 µM), without a hit: top-dose activity, negative = inhibition, most hits filed as inhibitors | 360,000 tested, 0.18% active | AID 720708; note: potency is the fitted concentration of half-maximal effect; % is set by controls: 0 for no effect and ±100 for the full control effect; nearly all actives have a fitted effect of over 45% in size; many of its hits are not listed in these tables
Akt phos inh = Akt phosphorylation inhibition; 360,000 tested, 0.32% active; AID 651550; Neuro2A IGF-stimulated pAkt S473 HTRF, 20 min; hits give low values; activity change, % for hits at 50 µM; in the data active = activity change below about -80%; inconclusive = mostly about -51% to -80%; note: % is set by controls: 0 for no effect and ±100 for the full control effect
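Neuro2A cells in DMEM with 0.5% FBS, overnight at 37 deg C, given compound at single 50 µM final, then IGF (6 nM final) for 20 min at 37 deg C. Lysed; phospho-Akt Ser473 by HTRF after 24 h, 665/615 ratio.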
Nrf2 inh = inhibitors of Nrf2 signaling; A549 ARE-Fluc reporter, luciferase luminescence, 18-24 h; Potency, µM (titrated, usually from 46 µM), inactives show top-dose activity change, negative = inhibition, hits mostly inhibitors; 360,000 tested, 2.1% active; AID 504444; note: potency is the fitted concentration of half-maximal effect; % is set by controls: 0 for no effect and ±100 for the full control effect; nearly all actives have a fitted effect of over 60% in size
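Cells were seeded and rested 2 h, then exposed to compounds for 18-24 h. CellTiter-Fluor was read first as a viability measure. BugLite was added 15 min before the final luminescent read of ARE-luciferase activity in A549 cells.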
An asterisk follows results filed as active; i = inactive; ? = inconclusive; . = no result given; & = joins results of further samples; [ ] = another dose, or the depositor's remark. Unless noted, calls come from the whole dose curve; as a rule, active = well fitted curve in the direction sought with a large enough effect; inconclusive = small, poorly fitted or top-dose-only effect, or another doubt; inactive = no such curve, though single readings can be large; an effect the other way counts as inactive or inconclusive. The list is partial (hit frequency here may not be typical).

smiles	Mm-Cpn inhibitor	CCT chaperon mod	A549 tox	TGFb SMAD3 inh	EPAC2 agonist	Nrf2 activator	EPAC2 antag	Akt phos inh	Nrf2 inh
Cc1ccc(-n2c(=O)cc(N3CC(C)CC(C)C3)[nH]c2=O)cc1 (centres undefined)	0%	-1.5	-6%	-20%	3%	-0.6%	7%	i	.
CCO/C([O-])=N/c1c[n+](N2CCOCC2)no1	1%&-3%	-2.9&-5.8	-8%&-8%	10%&0%	5%&0%	-0.3%&-0.5%	0%&7%	i	1%&3%
O=C(CCl)NNc1nc(-c2ccccc2)c2cc(Cl)ccc2n1	0%	-2.4	-28%	36%[activator]	-4%	?	6%	i	-15%
COc1ccc(Cc2nnc(SCC(=O)N3CCN(c4ccccc4)CC3)o2)cc1	0%	1.1	-4%	2%	-4%	-0.5%	7%	i	.
Cc1ccc(C)c(NC2=NCC(=O)N2c2ccc3c(c2)OCCO3)c1	0%	-0.4	-1%	15%	-2%	2.5%	4%	i	21%
CC1(C)Cc2c(C#N)c(OCC(=O)c3ccc(Cl)cc3)nc(-c3ccoc3)c2CO1	1%	1.4	8%	-9%	1%	0.4%	-12%	i	7%
CCCn1c(N)c(C(=O)CSc2nnc3n2CCCCC3)c(=O)[nH]c1=O	-2%	-0.5	6%	0%	5%	-0.5%	3%	i	3%
O=C(c1cnn2cccnc12)N1CCN(c2ccccc2)CC1	-11%	-14	0%	21%	9%	0.6%	1%	i	2%
O=C(Cn1nc(Cl)nc1Cl)c1cc2ccccc2oc1=O	-3%	-0.9	11%	-9%	-3%	?	-6%	i	1%
CCOC(=O)c1c(C)oc(NC(=O)CCl)c1C(=O)OCC	4%	-1.0	3%	-21%	7%	-0.3%	-6%	i	-12%
CC(C)(C)c1ccc(C(=O)N2CCCC2c2cccs2)cc1 (centres undefined)	3%	1.5	11%	?	10%	3.2%	-9%	i	8%
CCC(CC(C)(C)O)C(=O)NNC(=S)Nc1ccccc1 (centres undefined)	1%	-0.2	11%	-4%	2%	-0.3%	4%	i	13%
CC1C(=O)N2CCCc3cc(NC(=O)c4ccccc4Br)cc1c32 (centres undefined)	-3%	-0.4	-9%	-3%	-2%	21%	9%	i	-8%
CC(/C=N/NC(=O)c1c(Br)cnn1C)=C\c1ccccc1	0%	-1.9	0%	-5%	12%	2.4%	-8%	i	1%
O=C(c1cccn1-c1nnc(N2CCCC2)s1)N1CCN(c2ccc(F)cc2)CC1	.	.	6%	?	.	2.4%	.	.	2%
COc1ccc2[nH]c(C(=O)O)c(NS(=O)(=O)c3ccc(C)c(C)c3)c2c1	-3%	-1.1	2%	9%	-2%	4.1%	3%	i	25%
O=C(CCc1nnc2ccc(NCCCN3CCCC3=O)nn12)NCc1ccccc1Cl	1%	-2.0	1%	2%	-1%	0.5%	-4%	i	5%
COc1ccc(-c2cc(=O)[nH]c3ccccc23)cc1	0%	0.0	-9%	-24%	6%	-0.7%	-16%	i	10%
Cc1cccc(N2CCN(CC(O)COc3ccccc3Cl)CC2)c1 (centres undefined)	2%	0.1	24%	-26%	4%	3.5%	-14%	i	5%
O=S(=O)(c1ccc(S(=O)(=O)N2CCCC3(CCCCC3)C2)cc1)N1CCCCC1	0%	5.7	-8%	-4%	1%	-0.5%	11%	i	-1%
O=[N+]([O-])c1cccc(S(=O)(=O)NCCOc2cccc3cccnc23)c1	1%	-1.7	-10%	-2%	-2%	-0.1%	-1%	i	0%
C1=C(CCNC2=NCCCCC2)CCCC1	1%	-1.7	0%	-16%	-26%	-0.1%	-11%	i	-7%
CCN(CC)C(=O)c1cn(C)c2ccc(S(=O)(=O)N(CC)CC)cc2c1=O	0%	1.1	3%	-19%	-8%	0.2%	10%[57.1 µM]	i	-4%
COc1ccc(Nc2nc3c(S(=O)(=O)c4ccccc4)nnn3c3ccc(Cl)cc23)c(OC)c1	.	.	1%	0%	.	0.2%	.	.	17%
COc1ccc(CN2CCCC(C(=O)Nc3cccc(-n4cnnn4)c3)C2)c(C)c1C (centres undefined)	3%	-1.3	-3%	-2%	2%	3.0%	-1%	i	-13%
O=S(=O)(Nc1nc(-c2ccccc2)cs1)c1cc(Cl)ccc1Cl	0%	-2.7	3%	?	4%	0.0%	-20%	i	-6%
Cc1c(NC(=O)c2ccccc2F)c(=O)n(-c2ccccc2)n1C	1%	1.8	17%	8%	0%	2.2%	-6%	i	10%
Cc1csc(NC(=O)CCSCCc2ccccn2)n1	-3%	-0.2	1%	-16%	8%	0.0%	6%	i	4%
CNC(=O)C1CC(=O)N(c2ccc(OCC(=O)Nc3ccccc3)cc2)C1 (centres undefined)	.	0.1	3%	-9%	9%	0.2%	8%	i	2%
COc1ccccc1/C=C/C(=O)OCC(=O)N1CCN(S(=O)(=O)c2ccc(C)cc2C)CC1	-2%	2.3	1%	-6%	1%	-0.4%	9%	i	0%
CCCOc1ccc(C2CC(=O)NC2=O)cc1 (centres undefined)	0%	-1.0	2%	-18%	11%	0.2%	2%	i	3%
CCNC(=O)NC(=O)CSc1ccc(S(=O)(=O)N(C)C2CCCCC2)cn1	-3%	-1.6	-7%	-3%	4%	0.9%	11%	i	13%

3 of the entries above in order of the TGFb SMAD3 inh value, falling.
SMILES	Mm-Cpn inhibitor	CCT chaperon mod	TGFb SMAD3 inh	Nrf2 activator	EPAC2 antag	Akt phos inh
Cc1ccc(C)c(NC2=NCC(=O)N2c2ccc3c(c2)OCCO3)c1	0%	-0.4	15%	2.5%	4%	i
COc1ccc(Nc2nc3c(S(=O)(=O)c4ccccc4)nnn3c3ccc(Cl)cc23)c(OC)c1	.	.	0%	0.2%	.	.
COc1ccc(CN2CCCC(C(=O)Nc3cccc(-n4cnnn4)c3)C2)c(C)c1C (centres undefined)	3%	-1.3	-2%	3.0%	-1%	i

Next section.
smiles	Mm-Cpn inhibitor	CCT chaperon mod	A549 tox	TGFb SMAD3 inh	EPAC2 agonist	Nrf2 activator	EPAC2 antag	Akt phos inh	Nrf2 inh
Cc1nnc(N2CCN(c3ccccc3F)CC2)c2c1nnn2Cc1ccccc1	.	.	-8%	-1%	.	-0.5%	.	.	-7%
Cc1nc(-c2ccccc2)sc1C1(C)CC(c2cccc([N+](=O)[O-])c2)=NO1 (centres undefined)	-1%	0.6	1%	-15%	10%	8.9%	2%	i	3%
Cc1ccc2ccccc2c1C(O)c1ncc(-c2ccc(C(F)(F)F)cc2)[nH]1 (centres undefined)	.	-0.1	.	?	12%	-0.4%[9.22 µM]	-19%	i	.
CCOC(=O)c1ccc(NC(=O)c2cc3c(=O)n(C)c4ccccc4c3n2C)cc1	.	.	-1%	-21%	.	0.5%	.	.	4%
CC(C)C[C@H]1CNC(=S)N1C[C@H]1CCCN1C[C@H](CC(C)C)N1C[C@H](Cc2ccc(O)cc2)N(CCc2ccccc2)C1=S	.	0.1	.	7.1µM*	-6%	-2.0%	-16%	i	.
O=C(c1ccc(Oc2cc(Cl)cc(Cl)c2)o1)N1CCCCC1	1%	0.5	0%	-15%	15%	-0.8%	?	i	-1%
O=C(CNC(=O)c1ccccc1Br)N/N=C/c1ccco1	-4%	-3.6	3%	3%	17%	4.1%	2%	i	-9%
O=C(COC(=O)c1cc2ccccc2oc1=O)Nc1cccc(Br)c1	2%	1.7	2%	1%	9%	1.3%	-13%	i	-26%
O=C(COC(=O)c1ccccn1)NCc1ccccc1	1%	0.0	-4%	31%	5%	-1.2%	4%	i	1%
CC(C)Cn1nc(C(=O)Nc2cccc(C(=O)NC3CC3)c2)c2ccccc2c1=O	3%	-0.8	0%	-7%	11%	3.6%	-5%	i	-12%
Cc1ccccc1C(=O)Nc1sc2c(c1C(=O)N1CCCCC1)CCC(C)C2 (centres undefined)	.	.	3%	-14%	.	6.4%	.	.	-21%
CC(C)c1cc(C(=O)N/N=C/C(Br)=C/c2ccccc2)n[nH]1	-3%	-0.7	3%	?	-1%	?	-1%	.	?
Nc1nc2n(c1C(=O)c1ccccc1)CCC2	.	-3.2	3%[1.84 µM]	12%	11%	-0.9%	-2%	i	?
COc1cc(Br)cc(/C=N/c2ncn[nH]2)c1O	-5%	-2.0	2%	?	10%	-0.8%	?	i	1%
CCc1cccc(-n2c(=O)c3cccnc3n2CC(=O)Nc2ccccc2C(=O)OC)c1	.	.	?	6%	.	3.0%	.	.	?
O=C(O)c1ccccc1Cc1nc2cc(Cl)ccc2c(=O)[nH]1	-2%	-1.4	1%	4%	0%	-0.1%	2%	i	-5%
Cn1cc(C(=O)N/N=C/C(Br)=C\c2ccccc2)ccc1=O	0%	-1.8	?	2%	5%	?	-4%	i	?
c1ccc(CN2CCC(Nc3nc(-c4ccccc4)nc4ccccc34)CC2)cc1	-6%	-0.3	?	?	-1%	-0.6%	-17%	i	?
CCc1cccc2c(C(=O)COC(=O)c3nccnc3N)c[nH]c12	-1%	-2.5	-6%	?	3%	2.3%	-8%	i	?
Cc1c(CC(=O)Nc2ccc(Cl)cc2)sc2ccc(Cl)cc12	-7%	0.8	13%	-25%	-1%	0.1%	2%	i	5%
Clc1ccc(OCc2nc(-c3ccc(Br)o3)no2)cc1	1%	-2.8	-1%	0%	7%	0.6%	8%	i	8%
CC1(C)CC(=O)C/C(=N/NC(=O)CCCOc2ccc(Cl)cc2Cl)C1	-2%	0.2	-3%	-7%	-5%	7.3%	-5%	i	-1%
